FEN1 inhibitor: qHTS Assay for the Inhibitors of Human Flap endonuclease 1 (FEN1) | Recombinant FEN1 flap cleavage, fluorescence, 15 min | Potency, µM (titrated, usually from 114 µM), inactives show top-dose activity change, negative = inhibition, actives largely listed as inhibitors | hit rate 0.35% among 390,000 | AID 588795, 2011; further: nearly all actives have a fitted effect of over 65% in size
Target sequence (P39748 whole entry, looked up): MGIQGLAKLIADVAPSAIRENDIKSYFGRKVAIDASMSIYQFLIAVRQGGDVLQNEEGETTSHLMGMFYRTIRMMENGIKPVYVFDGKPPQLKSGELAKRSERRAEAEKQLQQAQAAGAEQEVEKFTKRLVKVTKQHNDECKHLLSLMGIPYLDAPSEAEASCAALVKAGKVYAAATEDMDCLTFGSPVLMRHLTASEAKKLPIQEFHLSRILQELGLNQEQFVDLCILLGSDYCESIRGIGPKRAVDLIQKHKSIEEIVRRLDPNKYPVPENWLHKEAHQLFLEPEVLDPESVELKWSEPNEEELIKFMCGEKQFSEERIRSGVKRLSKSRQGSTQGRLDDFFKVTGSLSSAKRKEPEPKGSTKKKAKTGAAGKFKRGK
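Read-out was taken twice, immediately and after 15 min, following addition of 50 nM substrate to 10 nM FEN1 that had sat with test compound for 15 min at room temperature. Curves came from a four-parameter Hill model.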
N370S GC: qHTS Assay for Inhibitors and Activators of N370S glucocerebrosidase as a Potential Chaperone Treatment of Gaucher Disease; Lysosomal acid glucosylceramidase (Homo sapiens), P04062; N370S GC spleen homogenate, 4MU-glucoside fluorescence; Potency, µM (doses to about 59.4 µM), without a hit: at the top dose activity change, negative = inhibition, most hits filed as inhibitors; hit rate 0.092% among 330,000; AID 2101, 2009;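 further: 0% = full enzyme activity and -100% = no enzyme basal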
DT40 TDP1 CPT: qHTS for Inhibitors of human tyrosyl-DNA phosphodiesterase 1 (TDP1): qHTS in cells in presence of CPT. chicken DT40 Tdp1-/-;hTDP1 cells + 20 nM CPT, ATP luminescence, 48 h. Potency, µM (titrated, usually from 46.2 µM), without a hit: at the top dose activity change, negative = growth inhibition, most hits filed as inhibitors. hit rate 12% among 420,000. AID 686979, 2013; further: nearly all actives have a fitted effect of over 55% in size
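Chicken DT40 Tdp1-/- cells complemented with human TDP1, 400 cells/well, exposed to compounds plus 20 nM camptothecin for at least 48 h at 37 C; viability read as ATP content by CellTiter-Glo luminescence.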
* = called active by the depositor; u = inconclusive; x = not tested or not shown; & = joins results of further samples; [ ] = dose if it differs, or a comment. The call rests on the fitted dose curve; in most records, active means well fitted curve in the direction sought with a large enough effect; inconclusive means small, poorly fitted or top-dose-only effect, or another doubt; inactive means no such curve, though single readings can be large; an effect the other way counts as inactive or inconclusive. Unless noted, on the % scale 0 is the no-effect control and ±100 the full control effect; potency means the concentration at half of the fitted maximal effect.

SMILES | FEN1 inhibitor | N370S GC | DT40 TDP1 CPT
COCc1[nH][nH]c(=O)c1C=Nc1ccccc1 | -1% | 5% | -9%
O=C(CN1C(=O)S/C(=C\c2cc(Cl)c(O)c(Cl)c2)C1=O)Nc1ccccc1 | -14% | 0% | u
COC(=O)c1cccc(NC(=O)c2ccc3c(c2)C(=O)N(Cc2cccnc2)C3=O)c1C | 9% | -9% | 14%
COc1ccccc1NC(=O)c1c[nH]c2ccccc12 | 5% | u | -30%
Nc1ncnc2nc(SCCC(=O)O)[nH]c12 | 23% | -3% | 8%
O=C(O)CCNC(=O)c1ccc(NC(=O)C(c2ccccc2)c2ccccc2)cc1 | -11% | -19% | -2%
CCCCC(=O)NC(c1ccco1)c1cc(Cl)c2cccnc2c1O (stereo not drawn) | -15% | -10% | u
Cc1c(C2Nc3ccccc3C(=O)N2O)cnn1C (stereo not drawn) | -4% | 4% | -20%
COCC(=O)N1CCC2(CCN(Cc3cc(C(F)(F)F)cc(C(F)(F)F)c3)CC2)CC1 | x | -10% | 0%
Cc1ccccc1-c1cc(C(=O)NCC2CC2)n(CC2CC(c3cccnc3)=NO2)n1 (stereo not drawn) | -19% | x | 1%
Cc1ccc(C)c(NC(=O)C(Sc2nnc(-c3cccs3)o2)c2ccccc2)c1 (stereo not drawn) | -18% | -4% | 3%
Cc1nc2sc(C(c3cccs3)N3CCN(Cc4ccccc4)CC3)c(O)n2n1 (stereo not drawn) | 16% | -4% | 23µM*
Cc1ccc2cc(CN(c3ccccc3)S(=O)(=O)c3ccccc3)c(=O)[nH]c2c1 | 6% | u | -25%
CCCCOc1ccc(N=Cc2ccc[nH]2)cc1 | 0% | -2% | 5%
O=c1[nH]c(CSc2nnc(-c3ccccc3)n2-c2ccccc2)nc2ccccc12 | 10% | 9% | -28%
COc1ccc(Cc2n[nH]c(=S)o2)cc1 | 4% | -2% | 5%
CN(C(=O)c1cccs1)c1ccccc1C(=O)O | -8% | 5% | -6%
O=C(Nc1ccc(-c2nc3ccccc3o2)cc1)c1cc(-n2cnnc2)ccc1Cl | -18% | -27% | 18µM*
Cc1cc(C)nc(SCC(=O)NNS(=O)(=O)c2ccc(C#N)cc2)n1 | -20% | -3% | -19%
O=c1cccccc1NN=C1CCCCC1 | 5% | 3% | -16%
COc1cccc(CNC(=O)Cn2nc(C)c3c(C)n(-c4ccc(C)cc4)nc3c2=O)c1OC | -15% | 0% | -28%
O=C(COc1ccccc1Cl)Nn1cnnc1 | 3% | 12% | 5%
O=C(CSc1nc2ccsc2c(=O)n1Cc1ccccc1F)NCc1ccccc1 | -9% | x | -23%
Cc1cccc(C2N=C(N)Nc3nc4ccccc4n32)c1 (stereo not drawn) | 7%&10% | -13% | 1%&-21%
Cc1cc(NC(=O)c2cc(C3CC3)on2)n(-c2ccccc2)n1 | -2% | -8% | 5%
O=C(CSc1ccc2nnc(-c3cccnc3)n2n1)N1CCOCC1 | -5% | 18% | -5%
COc1cccc(NC(=O)C23CCC(C)(C(=O)O2)C3(C)C)c1 (stereo not drawn) | -1% | 5% | 1%
CC1CCN(C(=O)c2c(NC(=O)c3ccccc3Cl)sc3c2CCC(C(C)(C)C)C3)CC1 (stereo not drawn) | -11% | x | 0%
O=[N+]([O-])c1ccc(N2CCOCC2)cc1N1CCCCC1 | 12% | -8% | -7%
Cc1cccc(C)c1NC(=O)CC1SC2=NCCN2C1=O (stereo not drawn) | -1% | 3% | u
COc1ccc(CN2CCN(Cc3c[nH]c4ccccc34)CC2)cc1 | 2% | -4% | 6.5µM*
Cc1ccc(-c2csc(/C(C#N)=C(\O)CCl)n2)cc1 | 51%[activator] | 5% | u
CC(C)Oc1ccc(/C=C(/NC(=O)c2ccccc2)C(=O)NC(Cc2ccccc2)C(=O)O)cc1 (stereo not drawn) | 3% | -16% | -2%
O=C(Cn1ccn(-c2ccc(F)cc2)c(=O)c1=O)NCCc1ccccc1 | 18% | x | 0%
COc1ccc(NC(=O)C2CCN(S(=O)(=O)c3ccc4c(c3)CC(C)N4C(C)=O)CC2)c(OC)c1 (stereo not drawn) | -16% | -5% | u
C=CCc1ccc(OCCCCNC(C)CC)c(OC)c1 (stereo not drawn) | -1% | -11% | u
COc1ccc(C2/C(=C(/O)c3ccc(C)cc3)C(=O)C(=O)N2C)cc1 (stereo not drawn) | -11% | 1% | -18%
O=C1CC(N2CCN(S(=O)(=O)c3ccccc3F)CC2)C(=O)N1c1ccccc1Cl (stereo not drawn) | 11% | x | -1%
CCOc1ccc(-n2nc(C(=O)N3CCN(CC)CC3)c3ccccc3c2=O)cc1 | -2% | 3% | -10%
CCN(CC)CCNC(=O)c1ccc(Cn2c(=O)c3cccn3c3cccnc32)cc1 | -17% | x | 6%
Nc1ccc2oc(-c3cccc4ccccc34)nc2c1 | -4% | -17% | -17%
O=C(NCc1nnc(SCC(=O)N2CCCC2)o1)c1ccccc1F | -4% | 4% | 2%
COc1ccc(-c2c(-c3cc(OC)cc(OC)c3)n(C)c3ccc(-c4ccc(OC)cc4F)cc23)cc1 | 10% | x | u
Cc1ccc(N2CC(C(=O)Nc3nc4ccc(S(C)(=O)=O)cc4s3)CC2=O)cc1C (stereo not drawn) | -21% | -3% | -5%
Cc1nc2c(-c3ccccc3)c[nH]n2c(=O)c1Cc1ccccc1 | 3% | 23% | 23µM*
CCC(=O)N1CCC2(CC1)Oc1ccc(F)cc1C(=O)C21CC(c2cccnc2)=NO1 (stereo not drawn) | 23% | -6% | 0%
Cc1ccc(NC(=O)c2sc3nc[nH]c(=O)c3c2C)cc1Cl | 11% | x | -29%
CC1(C)CC(=O)c2sc(NS(=O)(=O)c3ccccc3)nc2C1 | -2% | 4% | 3%
Clc1ccc(SCc2cc(N3CCOCC3)nc(-c3ccccn3)n2)cc1 | -14% | 12% | 5.8µM*
COC(=O)c1cn(C(=O)c2ccc(F)cc2)c2ccccc12 | -10% | 0% | -3%
Cc1c(CC(=O)N[C@@H](C)C(=O)O)c(=O)oc2cc3occ(-c4ccccc4)c3cc12 | u | u | 0%
CCc1ccccc1NC(=O)/C(C#N)=C/c1ccc(Sc2ccccc2)o1 | -17% | -3% | -18%
CC(C)(C)C(=O)CN1C(=O)NC2(CCc3ccccc32)C1=O (stereo not drawn) | -4% | 0% | 9%
O=C(CCS(=O)(=O)c1cccc2nsnc12)Nc1ccc(F)cc1 | -5% | x | -10%
O=C(Nc1ccc(N2C(=O)C3C4C=CC(C4)C3C2=O)cc1)Nc1nncs1 (stereo not drawn) | 17% | -5% | u
Cc1ccc(F)cc1NC(=O)N1CCNC(=O)C1CC(=O)Nc1cc(Cl)ccc1Cl (stereo not drawn) | 5% | -6% | -25%
Cc1ccc(C(=O)NCCc2ccc(S(N)(=O)=O)cc2)cc1[N+](=O)[O-] | -2% | -6% | -21%
O=C(O)c1cc([N+](=O)[O-])c(Nc2cccc3ccccc23)c([N+](=O)[O-])c1 | -4% | 0% | -27%
CC1CCC2C(=O)N(c3cccc(OS(=O)(=O)c4ccccc4)c3)C(=O)C2C1 (stereo not drawn) | 0% | 14% | -4%
CCOc1ccc(C(=O)Nc2ccc(-n3nncc3-c3ccccc3)cc2)cc1OCC | 0% | x | 18µM*

Three compounds drawn at random from the list so far, as already listed:
SMILES | FEN1 inhibitor | N370S GC | DT40 TDP1 CPT
CC1(C)CC(=O)c2sc(NS(=O)(=O)c3ccccc3)nc2C1 | -2% | 4% | 3%
Cc1nc2c(-c3ccccc3)c[nH]n2c(=O)c1Cc1ccccc1 | 3% | 23% | 23µM*
Nc1ccc2oc(-c3cccc4ccccc34)nc2c1 | -4% | -17% | -17%

(list continues)
SMILES | FEN1 inhibitor | N370S GC | DT40 TDP1 CPT
CCCc1cc(C(=O)NCc2ccc(OC)cc2)no1 | 5% | 26% | 1%
Cc1ccc(-n2c(=O)c(C#N)cc3c(=O)n4cccc(C)c4nc32)cc1 | 3% | 9% | -18%
CCN(CC)S(=O)(=O)c1ccc(N2CCN(c3ccccc3O)CC2)nc1 | -18% | -5% | u
CC(C)(CC(=O)O)CC(=O)N1CCN(c2nc3ccc(Cl)cc3s2)CC1 | -2% | -6% | -16%
CC(C)(C)Nc1c(N)c(=O)oc2ccccc12 | -11% | -2% | -23%
Cc1nn(Cc2c(F)c(F)c(F)c(F)c2F)c(C)c1NC(=O)c1cccc(COc2ccccc2Cl)c1 | -3% | -19% | u
O=C(NCCc1ccccc1Cl)c1ccc2c(c1)nc1n2CCCCC1 | -12% | x | u
COc1ccc(S(=O)(=O)N2CCC(C(=O)Nc3ccccc3)CC2)cc1OC | -1% | x | 3%
O=C(N1CCOCC1)N1CCC(c2nc(-c3ccc(S(=O)(=O)N4CCOCC4)cc3)no2)CC1 | -1% | 2% | u
O=S(=O)(c1ccc(Cl)cc1)N1CCN(S(=O)(=O)N2CCCCCC2)CC1 | 3% | 19% | 8%
Cc1ccc(-n2c(SCC(=O)Nc3cccc(S(=O)(=O)NC4=NCCCCC4)c3)nc3ccccc3c2=O)cc1C | 3% | 2% | u
COc1ccc(OC)c(C2CC(=O)Oc3c2c(=O)n(C)c2ccccc32)c1 (stereo not drawn) | -1% | x | -18%
CN(Cc1ccco1)c1nc(-c2cccnc2)nc2ccccc12 | x | 14% | u
CC(C)[C@H](NC(=O)c1ccccc1Cl)C(=O)OCC(=O)Nc1ccc(S(=O)(=O)N2CCOCC2)cc1 | 4% | x | -12%
COc1cccc(CNC(=O)CCCSc2ccccc2)c1 | 8% | 0% | 1%
CSc1ccc(CN(C)C(=O)c2cc(S(=O)(=O)NCc3ccccc3)ccc2C)cc1 | 3% | -2% | u
O=C(Cc1ccccc1)Nc1ccc(C(=O)NCC2COc3ccccc3O2)cc1 (stereo not drawn) | -2% | 20% | 9%
CCc1ccccc1NC(=O)C(Cc1ccccc1)c1nn[nH]n1 (stereo not drawn) | -1% | 3% | 18%
CC(=NNC(=O)c1ccc2nc[nH]c2c1)c1ccc(Br)cc1 | -18% | x | -16%
CN(C)S(=O)(=O)c1ccc(Cl)c(NC(=O)COc2ccccc2[N+](=O)[O-])c1 | 0% | -3% | u
NC(=O)c1cc(S(=O)(=O)NCC2CCC(C(=O)Nc3ccc(Cl)cc3)CC2)cs1 (stereo not drawn) | 6% | x | u
CCN(CC)S(=O)(=O)c1ccc(N2CCCC2)c(NS(=O)(=O)c2ccc(F)cc2)c1 | -14% | 8% | u
CC(=O)n1cc([C@H]2C=C(C(=O)N3CCN(Cc4ccccc4)CC3)O[C@@H](OCc3ccc(CO)cc3)C2)c2ccccc21 | 2% | 7% | 7.3µM*

Structures from the list above that have fluorine:
SMILES | FEN1 inhibitor | N370S GC | DT40 TDP1 CPT
COCC(=O)N1CCC2(CCN(Cc3cc(C(F)(F)F)cc(C(F)(F)F)c3)CC2)CC1 | x | -10% | 0%
O=C(CSc1nc2ccsc2c(=O)n1Cc1ccccc1F)NCc1ccccc1 | -9% | x | -23%
O=C(Cn1ccn(-c2ccc(F)cc2)c(=O)c1=O)NCCc1ccccc1 | 18% | x | 0%
O=C1CC(N2CCN(S(=O)(=O)c3ccccc3F)CC2)C(=O)N1c1ccccc1Cl (stereo not drawn) | 11% | x | -1%
O=C(NCc1nnc(SCC(=O)N2CCCC2)o1)c1ccccc1F | -4% | 4% | 2%
COc1ccc(-c2c(-c3cc(OC)cc(OC)c3)n(C)c3ccc(-c4ccc(OC)cc4F)cc23)cc1 | 10% | x | u
CCC(=O)N1CCC2(CC1)Oc1ccc(F)cc1C(=O)C21CC(c2cccnc2)=NO1 (stereo not drawn) | 23% | -6% | 0%
COC(=O)c1cn(C(=O)c2ccc(F)cc2)c2ccccc12 | -10% | 0% | -3%
O=C(CCS(=O)(=O)c1cccc2nsnc12)Nc1ccc(F)cc1 | -5% | x | -10%
Cc1ccc(F)cc1NC(=O)N1CCNC(=O)C1CC(=O)Nc1cc(Cl)ccc1Cl (stereo not drawn) | 5% | -6% | -25%
Cc1nn(Cc2c(F)c(F)c(F)c(F)c2F)c(C)c1NC(=O)c1cccc(COc2ccccc2Cl)c1 | -3% | -19% | u
CCN(CC)S(=O)(=O)c1ccc(N2CCCC2)c(NS(=O)(=O)c2ccc(F)cc2)c1 | -14% | 8% | u

Screening data (PubChem BioAssay)

A portion of the library; count on the stated rates, not on these rows.
